Screening results as filed in PubChem.
KOR beta-arrestin-1: kappa opioid receptor activators – cell-based, luminescence, uHTS, primary screen (AID 1777); KOR beta-arrestin recruitment, luminescence; higher % means a stronger effect; activation, % at 10 µM, or EC50 in µM where a hit was titrated; 280,000 compounds, 0.02% hits; in the data active means activation above about 50%, passing the limit was not always enough; further: a part of the inactive calls stands beside numbers as strong as those of hits
GPR55 beta-arrestin: selective activators of receptor GPR55 – imaging, U2OS cells, beta-arrestin-GFP redistribution, primary screen (AID 1961); activation, % at 10 µM, or EC50 in µM where a hit was titrated; 290,000 compounds, 0.048% hits; U2OS GPR55 beta-arrestin-GFP redistribution imaging; higher % means a stronger effect;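 active means activation above 40% with more than 50 cells counted in the well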;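 further: U2OS osteosarcoma cells stably expressing GPR55 and beta-arrestin-GFP; plate controls were DMSO negative control for no effect and LPI positive control for full effect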
T cell modulator: T cell immune modulation candidate | 2C CD8+ T cell-vesicle binding, flow cytometry; hits give low values | calls only at 7 µM | 330,000 compounds, 0.068% hits | AID 2052;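 active means response, share of CD8 T cells binding vesicles, and their 90th percentile fluorescence all below set limits, cut at about 80% in these data, passing the limit was not always enough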
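material = purified 2C TCR transgenic mouse naive CD8+ T cells | controls = Unloaded micro-vesicles (low), QL9 vesicles with 0.7% DMSO (high) | detection = cytometric PE anti-B7-1 and Alexa647 anti-CD8 signals after 1% paraformaldehyde fixation | incubation = binding step 1.5 h, 37 °C, antibody labelling 20 min, ice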
Myeloid diff MLP: promotes myeloid progenitor differentiation; 360,000 compounds, 1% hits; calls only at 10 µM; ER-HoxA9 myeloid progenitors, lysozyme-GFP differentiation, flow cytometry;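 active means normalized GFP-positive differentiation at or above the plate's own cutoff, the solvent-only control mean plus 3 SD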;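 further: cells exposed to compound for four days before flow analysis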
NOD2 inhibition: NOD2 signaling inhibitors, cell-based, luminescence, uHTS, HEK293 (AID 1566); 290,000 compounds, 0.63% hits; HEK293 NOD2/NF-kB luciferase reporter, luminescence; higher % means a stronger effect; inhibition, % at 4 µM, or EC50 in µM where a hit was titrated; further: many of its hits are not listed in these tables
NTR1 agonist: agonists of NTR1, primary screen, imaging, U2OS cells, beta-arrestin-GFP, high content (AID 493036); NTR1-U2OS beta-arrestin-GFP spot imaging, agonist mode; 330,000 compounds, 0.17% hits; activation, % at 20 µM; P30989;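 active means activation at or above 40% of the spot to cytoplasm intensity ratio, with at least 20 cells analyzed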;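 further: 0% = DMSO without peptide and 100% = 100 nM NTR1 peptide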
Target sequence (P30989 whole entry, looked up): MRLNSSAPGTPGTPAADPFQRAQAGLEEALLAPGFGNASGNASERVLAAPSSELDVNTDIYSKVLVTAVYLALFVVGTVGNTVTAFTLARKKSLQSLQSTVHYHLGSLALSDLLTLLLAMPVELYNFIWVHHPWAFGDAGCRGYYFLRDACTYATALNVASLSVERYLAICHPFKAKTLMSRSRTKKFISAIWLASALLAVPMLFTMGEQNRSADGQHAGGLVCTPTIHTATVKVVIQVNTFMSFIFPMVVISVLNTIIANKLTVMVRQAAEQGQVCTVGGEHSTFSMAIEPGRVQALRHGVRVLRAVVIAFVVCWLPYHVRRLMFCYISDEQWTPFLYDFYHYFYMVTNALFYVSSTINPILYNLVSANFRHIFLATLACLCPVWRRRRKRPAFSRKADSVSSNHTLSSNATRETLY
KOR beta-arrestin-2: kappa opioid receptor blockers – cell-based, luminescence, uHTS (AID 1778); KOR beta-arrestin recruitment, luminescence, antagonist mode; higher % means a stronger effect; one-dose inhibition, % at 10 µM; IC50 in µM for titrated hits; 290,000 compounds, 0.091% hits; further: strong numbers were not always called active
GPR55 LPI antagonism: inhibition of LPI-stimulated GPR55 beta-arrestin translocation – imaging, U2OS, beta-arrestin-GFP, LPI agonist, primary screen (AID 2013); 290,000 compounds, 0.13% hits; inhibition, % at 10 µM; hits with a dose series show IC50 in µM; U2OS GPR55 beta-arrestin-GFP translocation imaging, LPI antagonism; higher % means a stronger effect;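 active means spots per cell inhibited over 60%, with over 100 cells counted and total cytoplasm intensity under 500,000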;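 further: U2OS cells stably carrying GPR55 and arrestin-GFP stimulated by 5 µM LPI near EC80; imaged beta-arrestin-GFP aggregate spots per cell after agonist stimulation; plate controls were LPI-stimulated DMSO wells for no effect and DMSO wells without LPI for full effect; some results filed as inactive read as strong as hits; confirmed hits need IC50 under 10 µM and bright autofluorescent wells are also inconclusive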
NOD1 NF-kB reporter: NOD1 signaling inhibitors, primary screen, cell-based, luminescence, uHTS (AID 1578) | NOD1-driven NF-kB luciferase reporter cells, luminescence; higher % means a stronger effect | inhibition, % at 4 µM, or EC50 in µM where a hit was titrated | 290,000 compounds, 1% hits; in the data active means inhibition mostly above about 36%, no sharp cut-off; inactive means mostly below about 34%;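 further: HEK-293T reporter cells stimulated with the NOD1 agonist gamma-tri-DAP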
T cell modulator vesicle-bound %: recorded beside T cell modulator, whose call it bears; double positive events, %; measured here: CD8+ vesicle-bound cell fraction;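 binding gate set so that unloaded-vesicle control wells show 10% double positive cells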
NTR1 agonist cell count 20 µM: second read-out of NTR1 agonist, no call of its own (marks repeat the call); cell count; measured here: cell count, cytotoxicity flag
Myeloid diff MLP GFP+ MAC1+ %: second read-out of Myeloid diff MLP, no call of its own (marks repeat the call); GFP+ MAC1+ double positive, %; measured here: differentiation confirmed by MAC1 staining
Active calls of the source: *; i = inactive; x = not tested or not shown; + = active, no number; & = joins results of further samples; [ ] = remark or other dose. Unless noted, no stated cut-off is given here; in the data, active means inhibition above about 50%; inactive means the rest. Some of the compounds tested, so the mix of outcomes need not match the whole.

SMILES	KOR beta-arrestin-1	GPR55 beta-arrestin	T cell modulator	T cell modulator vesicle-bound %	Myeloid diff MLP	Myeloid diff MLP GFP+ MAC1+ %	NOD2 inhibition	NTR1 agonist	NTR1 agonist cell count 20 µM	KOR beta-arrestin-2	GPR55 LPI antagonism	NOD1 NF-kB reporter
COc1ccc(N2C(=O)C3CCCN3C2c2cc(OC)c(OC)cc2OC)cc1 (configuration not stated)	-1.2%	-0.2%	i	46	i	0.8	-2%	2.5	60	1%	-2%	40%
CCOC(=O)c1sc(NC(=O)CN2CCCC2)c(C(=O)OCC)c1C	28%	-0.1%	i	39	i	0.3	10%	3.4	50	-35%	17%	-32%
CCC(C)[C@H](NC(=O)[C@@H]1CSC2c3ccccc3C(=O)N21)C(=O)NCC1CCCO1 (some centres not stated)	-1.6%	-0.1%	i	12	i	3.8	7%	0.8	61	0%	0%	-26%
S=C(Nc1ccc(Br)cc1)N1CCCC1	3.4%	-0.4%	i	50	i	0.3	-6%	0.8	41	-10%	5%	-31%
Cc1ccc(C(=O)N(C)Cc2ccccc2)cc1S(=O)(=O)N1CCOCC1	-3.3%	0.0%	i	28	i	1.1	-1%	1.1	56	22%	2%	-26%
CCc1nnc(NC(=O)C2CCC2)s1	-3.8%	-0.3%	i	36	i	0.0	-1%	0.1	70	15%	2%	-18%
Cc1ccc(N(CC(=O)NC(C)(C)C)C(=O)CS(=O)CC(=O)Nc2ccc(F)cc2)cc1 (configuration not stated)	2.7%	0.6%	i	23	i	0.2	12%	-0.4	30	-27%	-15%	-23%
COc1ccc(-n2c(CN3CCN(c4ccccc4)CC3)nc3ccc([N+](=O)[O-])cc3c2=O)c(OC)c1	-0.2%	0.0%	i	14	i	0.3	-12%	3.7	79	34%	6%	-7%
Cc1ccc(N=Cc2ccc(N(C)C)cc2)cc1	2.6%	-0.1%	i	55	i	0.8	0%	0.4	55	-46%	-6%	-16%
C=CCn1c(SCC(=O)N2CCOCC2)nnc1C(C)NC(=O)c1ccccc1 (configuration not stated)	3.6%	-0.2%	i	49	i	7.5	2%	0.9	35	-22%	2%	18%
CC(C)C(C(=O)NC1=NCCS1)c1ccc(Cl)cc1 (configuration not stated)	-3.6%	0.1%	i	38	i	0.0	4%	0.7	46	14%	2%	-30%
O=C(O)COc1ccc(Br)cc1CP(=O)(c1ccccc1)c1ccccc1	1.4%	-0.3%	i	56	i	0.8	11%	4.3	52	x	-5%	7%
O=C(NNc1cccc(Cl)n1)C1CC1	-0.7%	0.6%	i	41	i	0.9	-9%	0.7	35	11%	6%	-36%
CCOC(=O)/C=c1\s/c(=C\c2c(OC)ccc3ccccc23)c(=O)n1CC(=O)NCC1CCCO1 (configuration not stated)	-2.5%	0.0%	i	40	+	22*	-24%	4.8	60	1%	-1%	-18%
O=C(O)Cc1csc(-c2cccc(Oc3ccccc3)c2)n1	4.7%	0.0%	i	14&32	i	0.4&0.1	13%	-2.0&-1.3	39&56	5%	8%	1%
CCc1ccc(-c2cc(C)no2)cc1S(=O)(=O)NCCc1ccc(S(N)(=O)=O)cc1	1.8%	-0.1%	i	31	i	7.9	-21%	0.6	65	-3%	-2%	-14%
CC(C)NC(=O)C(=O)NCCN1CCN(S(=O)(=O)c2ccc(Cl)cc2)CC1	-1.7%	-0.1%	i	50	i	2.0	12%	-0.2	55	3%	-7%	15%
CC1CCN(C(=O)C(=O)c2cn(CC(=O)N3CCCCCC3)c3ccccc23)CC1	5.0%	-0.2%	i	5	i	0.4	17%	0.9	67	-9%	20%	4%
CCn1c2c(c3cc(OCC(C)C)ccc31)CCCC2=O	-3.4%	0.1%	i	17	i	4.4	25%	22	61	-24%	-6%	-2%
O=C(Nc1ccccc1C(=O)N1CCCCCC1)c1ccc(Cl)cc1	-4.7%	0.1%	i	61	i	0.2	8%	-0.3	65	7%	18%	-15%
CC(C)Oc1ccc(C(=O)NC(C)(C)CO)cc1	6.7%	0.0%	i	55	i	3.2	-13%	-6.3	89	-12%	-2%	-5%
CC(=O)Nc1ccc(C(=O)N2CCCc3ccccc32)cc1	-4.5%	-0.3%	i	44	i	0.5	5%	1.1	78	-14%[20 µM]	-5%	-11%
O=C1C2C3C=CC(C3)C2C(=O)N1c1ccc2ccccc2n1 (configuration not stated)	-0.1%	-0.4%	i	38	i	0.5	10%	0.2	44	11%	-1%	-5%
CC(=O)N1CCN(C(=O)CNc2cc(C(F)(F)F)ccc2OCC(F)(F)F)CC1	-2.5%	1.5%	i	27	i	1.6	13%	-0.3	62	20%	19%	8%
Cc1cc(C)n(-c2nc(NCC(C)O)c3c4c(sc3n2)CCCC4)n1 (configuration not stated)	-3.4%	-0.2%	i	41	i	0.9	-10%	2.8	67	x	8%	-4%

The final 2 records of the section before lead into the next:
SMILES	KOR beta-arrestin-1	GPR55 beta-arrestin	T cell modulator	T cell modulator vesicle-bound %	Myeloid diff MLP	Myeloid diff MLP GFP+ MAC1+ %	NOD2 inhibition	NTR1 agonist	NTR1 agonist cell count 20 µM	KOR beta-arrestin-2	GPR55 LPI antagonism	NOD1 NF-kB reporter
CC(=O)N1CCN(C(=O)CNc2cc(C(F)(F)F)ccc2OCC(F)(F)F)CC1	-2.5%	1.5%	i	27	i	1.6	13%	-0.3	62	20%	19%	8%
Cc1cc(C)n(-c2nc(NCC(C)O)c3c4c(sc3n2)CCCC4)n1 (configuration not stated)	-3.4%	-0.2%	i	41	i	0.9	-10%	2.8	67	x	8%	-4%
CCn1ncc(Br)c1C(=O)Nc1ccc(Cl)cn1	-4.9%	-0.2%	i	27	i	7.4	-3%	1.0	42	23%	10%	-20%
CC(C)NC(=O)C1CCN(Cc2cccc(Oc3ccccc3)c2)CC1	5.9%	-0.2%	i	8	i	0.2	-17%	1.5	51	-52%[20 µM]	-2%	-15%
Cc1c(C(=O)N2CCCCCC2)c(S(=O)(=O)Nc2ccc(F)cc2)c(C)n1C	-1.6%	-0.2%	i	22	i	1.9	8%	-0.5	87	-82%	-5%	7%
Cc1ccc(CNC(=O)COC(=O)CCC(=O)c2cccs2)cc1	1.6%	0.0%	i	36	i	0.9	-1%	0.4	60	0%	8%	26%
COC(=O)CSc1nnc(-c2cnccn2)n1C	-4.3%	1.4%	i	46	i	6.7	20%	0.0	45	34%	4%	-19%
CC1(C)Cc2c(cnn2-c2cccc(F)c2)C(NC(=O)c2cc[n+]([O-])cc2)C1 (configuration not stated)	2.7%	-0.1%	i	5	i	6.4	12%	-0.1	43	-26%	-5%	13%
Cc1ccc2cc(C#N)c(SCC(=O)N3CCCC3)nc2c1	2.5%	0.0%	i	31	i	1.0	-29%	2.4	57	10%	-11%	10%
COCC(C)n1c(C)cc(C(=O)COC(=O)CCc2nc3ccccc3c(=O)[nH]2)c1C (configuration not stated)	-0.9%	0.0%	i	50	i	0.1	7%	-2.1	61	-22%	-1%	-20%
CCCc1cc(=O)[nH]c(SCC(=O)NC2CCCCC2)n1	1.4%	-0.1%	i	22	i	2.8	2%	1.3	45	19%	-6%	-10%
COc1ccc(C)cc1S(=O)(=O)N(C)CC(N)=O	1.5%	-0.2%	i	35	i	1.1	-1%	-0.6	46	28%	4%	-19%
Cc1ccc2nc(Nc3ccc(F)cc3)c3nncn3c2c1	-3.7%	-0.2%	i	17	i	0.2	9%	2.9	46	-2%	5%	-13%
CCC(C)[C@@H](N)C(=O)N/N=C/c1cccc2nccnc12 (some centres not stated)	10%	-0.1%	i	16	x	x	0%	-1.3	55	5%	-2%	-12%
O=C(Nc1ccccc1)Nc1nc(-c2ccccc2)cs1	6.6%	-0.6%	i	59	i	0.2	-1%	2.7	63	-27%	5%	-14%
Cc1sc(NC(=O)c2ccccc2)c(C#N)c1-c1ccccc1	8.7%	-0.3%	i	33	i	0.2	-68%	16	82	-35%	2%	-17%
O=C(Oc1ccc(Cl)c2cccnc12)c1ccco1	-2.1%	0.0%	i	60	i	0.8	27%	2.4	34	6%	-4%	27%
O=C(Nc1ccc(F)c(F)c1)c1ccc2c(c1)OCO2	-4.3%	-0.2%	x	x	i	0.6	-40%	1.5	49	-21%	2%	-24%
CC(C)(C)c1cc(CCC(=O)NNC(=O)c2ccco2)cc(C(C)(C)C)c1O	3.6%	0.6%	i	36	i	0.4	12%	1.4	42	8%	-8%	-7%
CCOC(=O)C1=C(COC(=O)/C=C/c2ccccc2Cl)NC(=O)NC1C (configuration not stated)	1.3%	-0.1%	i	18	i	1.5	8%	3.0	62	-16%	-1%	-17%
Cn1cc(-c2nnnn2-c2ccc(Cl)cc2)c(=O)c2ccccc21	-5.0%	-0.2%	i	6	i	1.0	2%	0.7	89	17%	0%	-4%
CCO[C@H]1OC(C(=O)Nc2ccccc2)=C[C@@H](C2CC2)[C@@H]1CCCO	0.2%	-0.2%	i	35	i	1.4	-3%	1.1	60	1%	5%	7%
CCOC(=O)C1CCN(C(=O)Cc2c(C(=O)O)[nH]c3ccccc23)CC1	5.4%	0.2%	i	29	i	1.0	14%	-1.6	64	-4%	18%	-20%
CCCn1c(N)c(N(CCOC)C(=O)c2cccc(C(F)(F)F)c2)c(=O)[nH]c1=O	-1.8%	-0.1%	i	38	i	2.6	-10%	2.8	50	6%	2%	-35%
O=C(CN1C(=O)COc2ccc(Cl)cc21)N1CCCCC1	0.3%	-0.1%	i	67	i	0.9	11%	0.1	59	34%	8%	0%
CC(=O)C1=C(O)CC(C)(C)CC1=NCCc1nc2ccccc2[nH]1	-2.8%	-0.1%	i	34	i	0.5	9%	-1.5	59	17%	-1%	-33%
COCCn1c(SCC(=O)NC2CCCC2)nc2cccnc21	-1.1%	-0.6%	i	10	i	2.8	-6%	-0.1	46	-21%	-7%	-44%
COc1ccc2cc(CCNS(=O)(=O)c3ccc(NC(C)=O)cc3)c(=O)[nH]c2c1	0.4%	-0.2%	i	19	i	0.6	-6%	-1.1	53	-5%	4%	-10%
CC(=O)n1cc(Nc2ccccc2C(=O)O)c2ccccc21	2.0%	-0.2%	i	41	i	1.1	8%	-1.7	53	-12%	9%	-6%
COc1cc(/C=C2/SC(=S)N(CCC(=O)Nc3ccccc3)C2=O)cc(OC)c1OC	-2.6%	-0.1%	i	29	i	1.0	21%	8.8	69	8%	5%	25%
Cc1ccc(SCCCn2cncn2)cc1	-1.7%	-0.1%	i	51	i	1.3	13%	-2.3	68	9%	14%	-13%
